HEK293 tox: cytotoxicity counter-screen for GLP-1 receptor inverse agonists; actives 0.13% (n = 410,000); HEK293 cAMP-luciferase reporter cells, luminescence, 24 h; AID 624418; Potency, µM (top dose mostly 38.3 µM), without a hit: top-dose activity change, negative = inhibition, usual class: inhibitors;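 note: loss of luciferase light is scored as toxicity; % is set by controls: 0 for no effect and ±100 for the full control effect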
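Quantitative HTS format, 1536 wells, 200 cells/uL seeded. Compounds: 23 nL, 24 h, 37 °C. Detection: luciferase reagent, luminescence at 12 min RT; decreased signal taken as cytotoxic.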
GLP1R inv ag: acts as inverse agonist at human GLP-1 receptor. HEK293 GLP-1R CRE-luciferase, luminescence, 24 h; GLP-1R form is constitutively active. Potency, µM (doses to about 38.3 µM), for the others: at the top dose activity change, negative = inhibition, usual class: inhibitors. actives 1.6% (n = 410,000). AID 624417; note: % is set by controls: 0 for no effect and ±100 for the full control effect; nearly all actives have a fitted effect of over 55% in size
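Assay principle: reduced luminescence from a cAMP-responsive reporter in HEK293 cells co-expressing a constitutively active GLP-1R. Conditions: 24 hr compound incubation, 37 deg C, 5% CO2.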
PTHR1 ag: activates the human parathyroid hormone receptor PTHR1; Q03431; HEK293 GP2 PTHR1 cells, GloSensor cAMP luminescence, 1 h; Potency, µM (highest dose often 115 µM), for the others: at the top dose activation, hits mostly activators; actives 0.075% (n = 410,000); AID 743266; note: nearly all actives have a fitted effect of over 55% in size; some results filed as inactive show a strong effect at the top dose; inactives centre near -15; many of its hits are not listed in these tables
Target sequence (Q03431 whole entry, looked up): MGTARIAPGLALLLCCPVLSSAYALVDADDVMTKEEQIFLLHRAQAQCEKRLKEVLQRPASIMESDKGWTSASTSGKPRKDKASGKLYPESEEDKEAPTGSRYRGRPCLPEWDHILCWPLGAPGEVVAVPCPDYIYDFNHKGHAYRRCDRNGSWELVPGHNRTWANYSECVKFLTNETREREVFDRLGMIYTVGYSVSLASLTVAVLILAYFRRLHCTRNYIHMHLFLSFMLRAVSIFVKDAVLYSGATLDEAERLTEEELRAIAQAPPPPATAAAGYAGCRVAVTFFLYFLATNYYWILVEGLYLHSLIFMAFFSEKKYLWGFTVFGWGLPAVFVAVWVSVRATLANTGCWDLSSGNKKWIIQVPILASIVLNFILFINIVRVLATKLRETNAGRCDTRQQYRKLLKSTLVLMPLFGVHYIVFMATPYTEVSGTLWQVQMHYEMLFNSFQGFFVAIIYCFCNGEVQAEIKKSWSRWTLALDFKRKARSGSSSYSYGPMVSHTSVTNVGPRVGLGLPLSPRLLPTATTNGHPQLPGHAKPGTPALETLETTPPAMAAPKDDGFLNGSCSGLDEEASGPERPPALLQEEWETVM
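HEK-293-derived GP2 cells expressing PTHR1 and a GloSensor cAMP reporter, 3,000/well, plated overnight, given luciferin plus IBMX (each 0.5 mM as added) for 1 h at 37 °C, then compound for 1 h at 37 °C. Luminescence was read after 15 min at room temperature.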
* = called active by the depositor; i = inactive; ? = inconclusive; [ ] = dose if it differs, or a comment. Calls come from the whole dose curve; as a rule, active = well fitted curve in the direction sought with a large enough effect; inconclusive = small, poorly fitted or top-dose-only effect, or another doubt; inactive = no such curve, though single readings can be large; an effect the other way counts as inactive or inconclusive. Potency is the fitted concentration of half-maximal effect. Some of the compounds tested. The share of hits here may be higher or lower than overall.

(1) CC(=O)N1CCc2cc(Br)cc(S(=O)(=O)N3CCC(C)CC3)c21
(2) CC(C)c1nn2c(=O)cc(COC(=O)c3ccccc3NC(=O)c3cccc(Cl)c3)nc2s1
(3) Cc1ccc2oc(-c3cc(NC(=O)CC(C)C)ccc3Cl)nc2c1
(4) Cc1c2cnn(CC(=O)N3CCCCC3)c(=O)c2c(C)n1Cc1ccc(Cl)cc1
(5) COc1ccccc1NC(=O)Cn1c(=O)n(-c2ccc(C)cc2)c(=O)c2c1cnn2C
(6) O=C1CC(c2ccccc2)Cc2[nH]c(=O)c(C(=O)Nc3ccc(F)cc3)cc21 (centres undefined)
(7) CC(C)c1ccc(C2c3c(oc4ccc(Cl)cc4c3=O)C(=O)N2CCCN2CCOCC2)cc1 (centres undefined)
(8) COc1cc(NC(=O)c2noc3c2CC(C)CC3)c(OC)cc1Cl (centres undefined)

| assay / compound | 1 | 2 | 3 | 4 | 5 | 6 | 7 | 8 |
| --- | --- | --- | --- | --- | --- | --- | --- | --- |
| HEK293 tox | 3% | 4% | 0% | 2% | -2% | 4% | 6% | 11% |
| GLP1R inv ag | 2% | 8% | 1% | -6% | 1% | -12% | -8% | -4% |
| PTHR1 ag | i | -37%[inhibitor] | -37% | i | i | -26% | -7% | 5% |

(9) CCOc1ccc(Nc2nc(-c3cccc(Cl)c3)c3c(n2)-c2ccccc2OC3)cc1
(10) CCc1ccccc1Nc1ncnc2c1cnn2-c1ccc(C)cc1C
(11) Cc1ccc(C)c(N2CCN(C(=O)c3cnc4c(-c5ccccc5)c(C)nn4c3C)CC2)c1
(12) N#Cc1nc(/C=C/c2ccc(F)cc2)oc1N1CCCCC1
(13) O=C(Cn1cc(SCc2ccc(F)cc2)c2ccccc21)N1CCCCC1
(14) CCOC(=O)C1CCN(C(=O)c2ccc3c(c2)sc2nc(-c4ccc(OC)cc4)cn23)CC1
(15) COc1ccc(N2CCN(c3ccc(-c4nc(-c5cccc(C)c5)no4)cc3[N+](=O)[O-])CC2)cc1
(16) COc1cc2ncc3c(-c4ccccc4)nn(-c4ccc(C)cc4)c3c2cc1OC

| assay / compound | 9 | 10 | 11 | 12 | 13 | 14 | 15 | 16 |
| --- | --- | --- | --- | --- | --- | --- | --- | --- |
| HEK293 tox | 0% | -9% | -2% | 2% | 6% | 0% | 7% | -9% |
| GLP1R inv ag | -19% | 13µM* | 2% | 0% | ? | 4% | 13% | 14% |
| PTHR1 ag | -21% | i | -10% | -11% | i | -59%[inhibitor] | i | i |

(17) Cc1ccc(-n2nc(CO)c(C(=O)NCCC(C)C)n2)cc1C
(18) COc1ccc(-n2c(-c3ccc(Cl)cc3)cc3c2CC(C)(C)CC3=O)c(OC)c1
(19) Cc1coc2c(C)c3oc(=O)c(CC(=O)NCCc4ccc(Cl)cc4)c(C)c3cc12
(20) COc1cc(CNC(=O)c2cc3n(n2)CCCN(Cc2cccc(F)c2)C3=O)cc(OC)c1OC
(21) O=C(CSc1cn(CC(=O)N2CCOCC2)c2ccccc12)Nc1ccccc1F
(22) CCOC(=O)c1ccc(NC(=O)Cn2c(=O)cc(C)c3c(C)nn(-c4cccc(F)c4)c32)cc1
(23) CC(C)Oc1ccccc1-c1nc(SCC(=O)c2ccc(F)cc2)n[nH]1
(24) COc1ccc(NC(=O)C(NC(=O)Cc2cccs2)c2ccc(OC)cc2)cc1 (centres undefined)

| assay / compound | 17 | 18 | 19 | 20 | 21 | 22 | 23 | 24 |
| --- | --- | --- | --- | --- | --- | --- | --- | --- |
| HEK293 tox | 2% | -15% | -5% | 1% | -10% | -1% | -6% | -8% |
| GLP1R inv ag | -4% | ? | 10% | 0% | 3% | 5% | ? | 2% |
| PTHR1 ag | -55%[inhibitor] | i | 3% | i | -2% | i | i | -1% |

(25) O=C(NCC(c1cccnc1)N1CCc2ccccc21)c1cccc(C(F)(F)F)c1 (centres undefined)
(26) COc1ccc(OC)c(NC(=O)c2cc(C3CC3)nc3c2c(C)nn3-c2ccc(C)cc2)c1
(27) Cc1ccc(-c2nnc3ccccc3c2C(=O)Nc2cccc(Cl)c2)cc1
(28) CCOc1ccc(NC(=O)CC2C(=O)N(c3ccc(C)cc3)C(=O)N2Cc2ccc(OC)cc2)cc1 (centres undefined)
(29) Cc1cccc(N2CCN(c3c(CN4CCCC4)c(=O)oc4ccccc34)CC2)c1C
(30) COc1ccccc1Nc1ncc2c(n1)CCN(Cc1cc(F)cc(F)c1)C2
(31) O=C(Oc1ccc(Cl)cc1)c1cc(-c2ccc3c(c2)OCCO3)on1
(32) CCN(CC)CCNC(=O)c1c2c(nc3ccccc13)C(=O)N(C1CCCCC1)C2

| assay / compound | 25 | 26 | 27 | 28 | 29 | 30 | 31 | 32 |
| --- | --- | --- | --- | --- | --- | --- | --- | --- |
| HEK293 tox | -3% | 6% | 17% | 1% | 11% | -2% | -3% | 5% |
| GLP1R inv ag | ? | -9% | 17% | 10% | -4% | -5% | 0% | -11% |
| PTHR1 ag | -7% | i | -19% | i | ? | -35%[inhibitor] | -16% | 0% |

(33) CCOc1ccc(CNS(=O)(=O)c2cc(-c3cc(C)no3)ccc2C)cc1OC
(34) CC(C)Cn1nc(NC(=O)c2cccc(Cl)c2)c2cc3ccccc3nc21
(35) Cc1cccc(-c2noc(C3CC(=O)N(c4ccc5c(c4)OCCO5)C3)n2)c1 (centres undefined)
(36) CCCSc1nc2c(c(=O)[nH]1)C(c1ccc(F)cc1F)CC(=O)N2 (centres undefined)
(37) O=C(Nc1ccc(F)cc1)N1CCN(C(=O)c2nsc3ccccc23)CC1
(38) Cc1ccc(NC(=O)CN2C(=O)C(C)(C)c3cc(S(=O)(=O)N4CCCCC4)ccc32)c(Br)c1
(39) COc1cccc(CNC(=O)Cn2nc(C)c3sc4ccccc4c3c2=O)c1OC
(40) COc1ccc(CC(=O)NCCc2csc(-c3cccc(F)c3)n2)cc1OC

| assay / compound | 33 | 34 | 35 | 36 | 37 | 38 | 39 | 40 |
| --- | --- | --- | --- | --- | --- | --- | --- | --- |
| HEK293 tox | 2% | 60%[activator] | -6% | 23% | 1% | 0% | 13% | 4% |
| GLP1R inv ag | 9% | 9% | -9% | 33%[activator] | 12% | 8% | 4% | -10% |
| PTHR1 ag | i | -16% | -6% | -22% | i | -20% | 11% | i |

(41) COc1cccc(NC(=O)N(CCC(C)C)C2CCN(C(C)C)CC2)c1
(42) O=C1c2oc3ccccc3c(=O)c2C(c2ccc(O)cc2)N1Cc1ccc2c(c1)OCO2 (centres undefined)
(43) CCCCN(Cc1cc2cc(C)ccc2[nH]c1=O)C(=O)c1cccc(Cl)c1
(44) CCCOC(=O)c1ccc(Cn2nnc3sc4c(c3c2=O)CCC(C)C4)cc1 (centres undefined)
(45) Clc1ccc(-c2ccc(CNCCSc3nnnn3-c3ccccc3)o2)cc1
(46) Cc1cc(C)n(-c2nc3cc(Cl)ccc3nc2N2CCN(c3cccc(C)c3C)CC2)n1
(47) COc1ccc(Cl)cc1C(=O)NCc1nnnn1-c1ccccc1
(48) COC(=O)c1sc2cccc(F)c2c1S(=O)(=O)N1CCN(c2cccc(C)c2)C(C)C1 (centres undefined)

| assay / compound | 41 | 42 | 43 | 44 | 45 | 46 | 47 | 48 |
| --- | --- | --- | --- | --- | --- | --- | --- | --- |
| HEK293 tox | -5% | 25% | -8% | -17% | 24% | 16% | 2% | -6% |
| GLP1R inv ag | -12% | 9% | 12% | 13% | ? | 1% | 0% | ? |
| PTHR1 ag | -15% | i | -50%[inhibitor] | i | -56%[inhibitor] | 12% | 18% | i |

(49) COc1ccc2cc(C(=O)NCc3ccc4c(c3)CCN4C(=O)c3ccc(F)cc3)[nH]c2c1
(50) COc1ccc(-c2cc(OC(=O)c3ccccc3)c3c(C)oc(C)c3c(=O)c2)cc1OC
(51) COc1ccc(-c2cc(C(C)=O)c(C)n2CCC(=O)Nc2ccc(C)c(Cl)c2)cc1
(52) CCCc1cc(N2CCN(c3cccc(C)c3C)CC2)n2cnnc2n1
(53) Cc1ccc(N2CCN(C(=O)CCS(=O)(=O)c3cc4c(cc3Cl)NC(=O)CO4)CC2)c(C)c1
(54) O=C(c1cnc(N2CCCCC2)c2ccccc12)N1CCN(c2ccccc2F)CC1
(55) COc1ccc(Cn2c(CCC(=O)Nc3cc(C)cc(C)c3)nc3cccnc32)cc1
(56) CCCCn1cc2c(c1-c1ccc(Br)cc1)c(=O)n(C)c(=O)n2C

| assay / compound | 49 | 50 | 51 | 52 | 53 | 54 | 55 | 56 |
| --- | --- | --- | --- | --- | --- | --- | --- | --- |
| HEK293 tox | 3% | 3% | -19% | 15% | 3% | 3% | -21% | 1% |
| GLP1R inv ag | 9% | 2% | 15% | 1% | 13% | ? | -26% | -7% |
| PTHR1 ag | -18% | -4% | -19% | -27% | -7% | -30% | -22% | i |

(57) CCN(CC)C(=O)Cn1cc(SCC(=O)Nc2ccccc2F)c2ccccc21
(58) CCCCN(Cc1ccco1)C(=O)Cn1ncc2c([nH]c3ccccc32)c1=O
(59) CCC(C(=O)Nc1ccc(F)cc1F)n1nc(-c2ccccc2)c2c(c1=O)CCCC2 (centres undefined)
(60) N#C/C(=C\c1ccccc1)C(=O)Nc1sc2c(c1C(N)=O)CCC2
(61) CCC(=O)Oc1c(Sc2ccc(Cl)cc2)c(C)nn1-c1ccccc1
(62) COc1cc(Cl)c(C)cc1Nc1nc2ccccc2n2cnnc12
(63) COc1ccc(N2CCN(C(=O)c3ccc(-c4nc(COc5ccccc5)c(C)o4)cc3)CC2)cc1
(64) O=C(Nc1ccc(C(=O)N2CCCCC2)cc1)c1nsc2ccccc12

| assay / compound | 57 | 58 | 59 | 60 | 61 | 62 | 63 | 64 |
| --- | --- | --- | --- | --- | --- | --- | --- | --- |
| HEK293 tox | 1% | -15% | -4% | -4% | -13% | 9% | -6% | -9% |
| GLP1R inv ag | -5% | ? | ? | 15% | ? | -8% | 11% | ? |
| PTHR1 ag | 0% | -39%[inhibitor] | -11% | -26% | ? | ? | i | -93%[inhibitor] |

(65) CC(Oc1ccccc1)C(=O)Nc1ccccc1C(=O)OCc1cc(=O)n2nc(C(C)C)sc2n1 (centres undefined)
(66) CCCN(C(=O)Cc1nc(-c2ccc(OC)cc2)no1)c1ccccc1C
(67) CCC1CN(C(=O)N2CCC(C(=O)NCCc3ccccc3Cl)CC2)c2cc(C)ccc2O1 (centres undefined)
(68) COc1ccc(OC)c(S(=O)(=O)N2CCC(n3c(C)nc4cccnc43)CC2)c1
(69) COc1ccc(NC(=O)Cn2nc(-c3ccccc3)c3cnc4ccc(C)cc4c32)cc1
(70) COc1ccc(NC(=O)c2cccc3c(=O)c4c([nH]c23)CCCC4)cc1

| assay / compound | 65 | 66 | 67 | 68 | 69 | 70 |
| --- | --- | --- | --- | --- | --- | --- |
| HEK293 tox | 7% | 2% | -13% | -2% | 21% | -5% |
| GLP1R inv ag | 2% | ? | -30% | 23% | 14% | 1% |
| PTHR1 ag | -17% | -62%[inhibitor] | -95%[inhibitor] | i | -27% | i |
